Screening data (PubChem BioAssay)
Lamin A splicing: LMNA splicing modulation | Potency, µM (titrated, usually from 46.1 µM), without a hit: at the top dose ratio change, negative = inhibition, most hits filed as inhibitors | HeLa LMNA splicing GFP/RFP minigene ratio, 48 h | 0.01% of 200,000 active; active = well fitted inhibition curve with a large enough effect in the signal ratio, with a control signal flat, not every such curve was filed as active; inconclusive = small, poorly fitted or top-dose-only effect, or effect the other way, or a change in a side signal; the % refers to the signal ratio; note: potency is the fitted concentration of half-maximal effect; % is set by controls: 0 for no effect and ±100 for the full control effect
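Read-out is the ratio of GFP to DsRed2 object intensity, acquired by 488 nm laser-scanning cytometry on HeLa lamin A-EGFP minigene reporter cells. Compound incubation 48 hrs at 37 °C in Opti-MEM with 2% FBS; DMSO 0.5% final.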
KinaseGlo FLuc: Kinase-Glo luciferase inhibition (counter-screen); Q27757; Potency, µM (titrated, usually from 38.3 µM), for the others: at the highest dose activity change, negative = inhibition, most hits filed as inhibitors; Kinase-Glo luciferase, ATP luminescence, 8 min; 0.28% of 200,000 active; note: potency is the fitted concentration of half-maximal effect; % is set by controls: 0 for no effect and ±100 for the full control effect; nearly all actives have a fitted effect of over 60% in size
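Substrate mix (final 50 mM imidazole pH 7.2, 50 mM KCl, 7 mM MgCl2, 10 uM ATP, 0.01% Tween 20, 0.05% BSA) plus pin-tool compound, then Kinase-Glo detection mix; 8 min ambient, luminescence read.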
SMN2 splice up: increases expression of the SMN2 splice variant; AID 1458; 2.8% of 210,000 active; Potency, µM (series often up to 46.1 µM), inactives show at the top dose activity change, positive = activation, hits mostly activators; HEK293 SMN2-luciferase splicing reporter, luminescence, 30-36 h; note: potency is the fitted concentration of half-maximal effect; % of control where 0% means no effect; nearly all actives have a fitted effect of over 55% in size
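HEK293 cells carry an SMN2 minigene-luciferase reporter in which exon 7 inclusion puts luciferase in frame. Cells were seeded at 2000 cells/well, attached for 10-12 hours, then exposed to compounds for 30-36 hours at 37C before ONE-Glo luminescence.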
HTT ATP protect: Huntington cell model cytoprotection by ATP luminescence. 0.14% of 230,000 active. Potency, µM (titrated, usually from 56.4 µM), without a hit: cytoprotection (ATP increase), usual class: activators. AID 1471. PC12 HTT-Q103 induced, cytoprotection, ATP luminescence, 40 h;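 note: potency is the fitted concentration of half-maximal effect; % of control where 0% means no effect; nearly all actives have a fitted effect of over 45% in size; toxic huntingtin expression switched on by the ecdysone agonist tebufenozide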
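Quantitative HTS on tebufenozide-induced (100 nM) PC12 cells expressing HTTQ103 exon 1–GFP; compounds tested as a concentration series; survival measured via cellular ATP.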
CBFb-RUNX1 inh: blocks binding between human CBF-beta and RUNX1. AlphaScreen CBFb-His/RUNX1-biotin binding, biochemical. Potency, µM (highest dose often 59.8 µM), inactives show top-dose activity, negative = inhibition, actives largely listed as inhibitors. 230,000 tested, under 10 active. AID 1477; note: % of control where 0% means no effect
Target sequence (Q01196 whole entry, looked up): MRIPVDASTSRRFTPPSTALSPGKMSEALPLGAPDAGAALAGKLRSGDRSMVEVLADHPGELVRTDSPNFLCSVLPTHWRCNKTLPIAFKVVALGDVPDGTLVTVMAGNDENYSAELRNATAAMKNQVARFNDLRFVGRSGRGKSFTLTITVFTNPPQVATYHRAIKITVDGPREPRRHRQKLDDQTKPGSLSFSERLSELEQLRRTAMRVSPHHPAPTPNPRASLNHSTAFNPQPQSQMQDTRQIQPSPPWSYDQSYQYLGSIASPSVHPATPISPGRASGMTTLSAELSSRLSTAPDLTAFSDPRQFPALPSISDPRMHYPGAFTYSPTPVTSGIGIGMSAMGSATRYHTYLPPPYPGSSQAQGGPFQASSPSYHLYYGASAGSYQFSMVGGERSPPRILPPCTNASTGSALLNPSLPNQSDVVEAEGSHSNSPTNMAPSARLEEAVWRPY
Target sequence (Q13951 whole entry, looked up): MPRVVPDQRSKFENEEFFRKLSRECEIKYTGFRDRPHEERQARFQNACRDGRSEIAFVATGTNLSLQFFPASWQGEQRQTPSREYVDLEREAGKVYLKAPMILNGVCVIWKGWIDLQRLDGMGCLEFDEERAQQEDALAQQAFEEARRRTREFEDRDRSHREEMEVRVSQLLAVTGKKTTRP
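CBF-beta (His) and RUNX1 (biotin), 30 nM each; 20 min preassociation; + compound, 15 min; + beads 50 ng each (Ni, streptavidin), 90 min; RT; AlphaScreen read.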
HttQ103 aggreg: inhibitors of mutant huntingtin aggregate formation in PC12 cells; 1.1% of 220,000 active; PC12 HttQ103-GFP aggregates, Acumen cytometry, 40 h; AID 1688; Potency, µM (titrated, usually from 46.1 µM), for inactives: top-dose activity change, negative = inhibition, actives largely listed as inhibitors; note: potency is the fitted concentration of half-maximal effect; % is set by controls: 0 for no effect and ±100 for the full control effect; nearly all actives have a fitted effect of over 60% in size
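Steps: seed 1500 PC12 HTTQ103-GFP cells/well; add tebufenozide, 100 nM final; add compound titration; add ATPLite reagent; quantify GFP aggregates by laser scanning cytometry.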
IMPase Li inh: membrane-permeable IMPase blocker, potentiated with lithium. CHO-M1 cells, IP1 TR-FRET (IP-One), carbachol + lithium. Potency, µM (series often up to 59.4 µM), without a hit: at the highest dose activity, negative = IMPase inhibition, most hits filed as inhibitors. 0.35% of 210,000 active. AID 1457;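 note: IP1 builds up when IMPase is blocked and the TR-FRET signal falls; potency is the fitted concentration of half-maximal effect; plate controls were basal vehicle for no effect and high inhibitor control for full effect; nearly all actives have a fitted effect of over 50% in size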
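Steps: plate 2000 CHO-M1 cells per well and culture 16–30 h; add compound and lithium; incubate 30 min, 37C; add d2-IP1 tracer and Eu cryptate anti-IP1 antibody in lysis buffer; read after 10 min at room temperature.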
* hit, by the source's call; ? = inconclusive; / = no result given; & = joins results of further samples; [ ] = remark or other dose. Unless noted, calls come from the whole dose curve; as a rule, active = well fitted curve in the direction sought with a large enough effect; inconclusive = small, poorly fitted or top-dose-only effect, or another doubt; inactive = no such curve, though single readings can be large; an effect the other way counts as inactive or inconclusive.

SMILES | Lamin A splicing | KinaseGlo FLuc | SMN2 splice up | HTT ATP protect | CBFb-RUNX1 inh | HttQ103 aggreg | IMPase Li inh
Cc1cc(C)nc(NC(=O)c2ccc([N+](=O)[O-])o2)n1 | ? | -4% | 2% | -6%[10 µM] | -15% | ? | 6%
CCC12CC3CC(C1)CC(C(=O)NNC(N)=O)(C3)C2 | / | / | / | 1%[10 µM] | 4% | -9%[9.22 µM] | /
CC(=O)Nc1cc2c(cc1NC(=O)c1cnccn1)OCCO2 | -2% | 13% | -19% | -5%[10 µM] | 2% | 1% | 16%[38.3 µM]
Cc1cccc(NC(=O)CCS(=O)(=O)c2cccc3nsnc23)c1C | 1% | 0% | -11%&6% | -6% | 0% | 27% | -2%[38.3 µM]
Cc1ccccc1CSc1nnc(NC(=O)C2COc3ccccc3O2)s1 (centres undefined) | ? | 1% | 15% | -13% | 1% | ? | 17%[38.3 µM]
Clc1ccc(-n2nnc(-c3cccnc3Cl)n2)cn1 | / | / | / | -5%[10 µM] | 11% | -7%[9.22 µM] | -2%
CN(C)c1cccc2c(S(=O)(=O)Nc3ccccn3)cccc12 | -17% | 3% | -26% | 2%[0.074 µM] | 4% | -7% | -15%[38.3 µM]
C=CCCN(C1CCCC1)S(=O)(=O)c1ccccc1Br | / | / | / | 36%[10 µM] | ? | 22%[9.22 µM] | /
Cc1ccc(C2Oc3ccccc3C3=C2C(c2cccs2)n2ncnc2N3)cc1 (centres undefined) | ? | 0% | -21% | -54%[inhibitor] | -16% | -18% | 15%[38.3 µM]
CCc1nnc(NC(=O)CSc2nccn2-c2ccccc2)s1 | -18% | -13% | -19% | / | -2% | 7% | -5%
Nc1nc2c(C(=O)N3CCOCC3)nnn2c2ccccc12 | / | / | / | 14%[10 µM] | 7% | -7%[9.22 µM] | /
CCN(Cc1ccccc1)C(=O)Cn1c(=O)n(-c2ccc(OC)cc2OC)c(=O)c2c(C)c(C)sc21 | / | -1% | -16%&1% | -20% | -6% | 3% | 1%
Cc1ccc2nc3c(cc2c1)c(NC(=O)c1ccco1)nn3CC(C)C | / | / | / | 16%[10 µM] | 18% | 4%[9.22 µM] | /
C=CCn1c(N)c(C(=O)N2CCOCC2)sc1=S | 0% | 1% | / | -22%[0.074 µM] | -2% | -18% | 22%[38.3 µM]
Cc1onc(-c2c(F)cccc2Cl)c1C(=O)NCc1ccccn1 | ? | 4% | ? | 6% | 1% | -1%[9.22 µM] | 12%[38.3 µM]
CN(c1ccccc1)S(=O)(=O)c1ccc(C(=O)NCc2ccccn2)cc1 | / | 4% | -3% | -18% | 15% | -3% | 0%
C(=N\c1c(-c2ccccc2)nc2n1CCS2)/c1ccccc1 | 14% | -4% | 25% | 2% | 2% | 7% | 50%[activator][38.3 µM]
CCCCN(CC)CCNC(=O)c1[nH]c(C)c(C(C)=O)c1C | 9% | -2% | 2% | 2% | 2% | -13% | 37%[activator][38.3 µM]
Cn1c(=O)c2c(nc(SCc3ccccn3)n2C)n(C)c1=O | 0% | -1% | -8% | 2% | 2% | 15% | 5%[38.3 µM]
CC(=O)Nc1ccc(S(=O)(=O)Nc2nc3ccccc3nc2Nc2ccccc2)cc1 | -7% | 1% | 7% | 9%[10 µM] | 13% | 8% | -4%

Not a retest: an excerpt of the list.
SMILES | Lamin A splicing | KinaseGlo FLuc | SMN2 splice up | HTT ATP protect | CBFb-RUNX1 inh | HttQ103 aggreg | IMPase Li inh
Cc1cc(C)nc(NC(=O)c2ccc([N+](=O)[O-])o2)n1 | ? | -4% | 2% | -6%[10 µM] | -15% | ? | 6%
CCC12CC3CC(C1)CC(C(=O)NNC(N)=O)(C3)C2 | / | / | / | 1%[10 µM] | 4% | -9%[9.22 µM] | /
CC(=O)Nc1cc2c(cc1NC(=O)c1cnccn1)OCCO2 | -2% | 13% | -19% | -5%[10 µM] | 2% | 1% | 16%[38.3 µM]
Cc1cccc(NC(=O)CCS(=O)(=O)c2cccc3nsnc23)c1C | 1% | 0% | -11%&6% | -6% | 0% | 27% | -2%[38.3 µM]
Cc1ccccc1CSc1nnc(NC(=O)C2COc3ccccc3O2)s1 (centres undefined) | ? | 1% | 15% | -13% | 1% | ? | 17%[38.3 µM]
Clc1ccc(-n2nnc(-c3cccnc3Cl)n2)cn1 | / | / | / | -5%[10 µM] | 11% | -7%[9.22 µM] | -2%
CN(C)c1cccc2c(S(=O)(=O)Nc3ccccn3)cccc12 | -17% | 3% | -26% | 2%[0.074 µM] | 4% | -7% | -15%[38.3 µM]
C=CCCN(C1CCCC1)S(=O)(=O)c1ccccc1Br | / | / | / | 36%[10 µM] | ? | 22%[9.22 µM] | /
Cc1ccc(C2Oc3ccccc3C3=C2C(c2cccs2)n2ncnc2N3)cc1 (centres undefined) | ? | 0% | -21% | -54%[inhibitor] | -16% | -18% | 15%[38.3 µM]
CCc1nnc(NC(=O)CSc2nccn2-c2ccccc2)s1 | -18% | -13% | -19% | / | -2% | 7% | -5%
Nc1nc2c(C(=O)N3CCOCC3)nnn2c2ccccc12 | / | / | / | 14%[10 µM] | 7% | -7%[9.22 µM] | /
CCN(Cc1ccccc1)C(=O)Cn1c(=O)n(-c2ccc(OC)cc2OC)c(=O)c2c(C)c(C)sc21 | / | -1% | -16%&1% | -20% | -6% | 3% | 1%

Remaining list, next part.
SMILES | Lamin A splicing | KinaseGlo FLuc | SMN2 splice up | HTT ATP protect | CBFb-RUNX1 inh | HttQ103 aggreg | IMPase Li inh
Cc1cccc(C)c1NC(=O)Cn1c(CN2CCCCC2)nc2ccccc2c1=O | -9% | 1% | -2% | 3%[10 µM] | 9% | 12% | 5%
COc1ccc(C2C(C(C)=O)=C(O)C(=O)N2c2cccnc2)c(OC)c1 (centres undefined) | -10% | 0% | -8% | -15%[0.074 µM] | 3% | -9% | ?
COc1cc(NC(=S)NCCCN2CCOCC2)cc(OC)c1OC | 8%[46 µM] | 0% | 5% | -41% | 2% | -10%[9.22 µM] | 7%
C[C@H](NC(=O)c1nc[nH]c1C(=O)N[C@@H](Cc1ccccc1)C(=O)OCc1ccccc1)c1ccccc1 | / | / | / | 3%[10 µM] | 8% | 6%[9.22 µM] | 3%
CC(OC(=O)c1nn(C(C)C)c(=O)c2ccccc12)C(=O)Nc1ncc(Cl)cc1Cl (centres undefined) | ? | 0% | -2% | 4%[1.9 µM] | 5% | -15% | 5%
O=C(CCn1cnc2ccccc2c1=O)Nc1nc2c(s1)CCCC2 | 10% | -8% | -15% | -8% | 6% | 7% | -3%[38.3 µM]
CCNS(=O)(=O)c1cccc(C(=O)c2c(C)cc3ccccn23)c1 | ? | -1% | -29% | 14%[10 µM] | -20% | -10% | -2%
COc1ccccc1N(CN1CCCC1=O)C(=O)COc1ccccc1 | 11% | 1% | -2% | 14% | 5% | 23% | 3%[38.3 µM]
CC(=O)NCCc1cc2ccc(C)cc2[nH]c1=O | 6% | 0% | ? | -7% | 5% | -2% | -5%[38.3 µM]
O=C(c1ccco1)N1CCN(C(=O)c2cccc3c2C(=O)N(Cc2cccnc2)C3)CC1 | 4% | 1% | 9% | -9% | -3% | 9% | -5%[38.3 µM]
O=C(N/N=C/c1cccc([N+](=O)[O-])c1)c1ccc(Br)cc1 | ? | -3% | / | -45%[inhibitor][10 µM] | 12% | 5%[9.22 µM] | 0%
O=C(O)COc1ccc(-c2nccc(-c3ccccn3)n2)cc1 | / | -19% | -18% | / | 2% | -1% | -10%
COc1ccc(/C=N/Nc2nc(-c3ccc(C)cc3)c(NC(C)=O)s2)cc1 | / | / | / | 5%[10 µM] | -7% | -7%[9.22 µM] | /
C/C=C/c1ccc(OCCSc2nc(C)cc(=O)[nH]2)c(OC)c1 | 3% | 14% | 10% | -22% | -4% | -5% | -5%[38.3 µM]
C(=C/c1ccccc1)/c1ccccc1 | / | / | 17% | -1% | 4%[21.7 µM] | / | 8%
CN(C)CCCSc1nc2ccccc2[nH]1 | / | -1%[7.66 µM] | -12%[9.22 µM] | 4%[10 µM] | / | / | -3%
Cc1cc(C)n(CCN(C)C(=O)c2cc(COc3c(F)cccc3F)on2)n1 | / | / | / | 24%[10 µM] | 16% | 14%[9.22 µM] | 2%
C=CCN1c2ccccc2[C@]23C[C@@H](C(=O)OC)N=C2NC(C(=O)OC)=C(C(=O)OC)[C@H]13 | 5%[9.22 µM] | -3%[7.66 µM] | 7%[9.22 µM] | -1%&-4%[10 µM] | 4%[13.1 µM] | -19%[9.22 µM] | 6%
Cn1c(=O)c(/C(N)=N/OC(=O)c2ccccc2)cn(-c2ccccc2)c1=O | ? | / | / | -12%[10 µM] | 16% | -5%[9.22 µM] | /
Cc1cc(NC(=O)Cn2cc(C(F)(F)F)cc(Cl)c2=O)no1 | 4% | 0% | -5% | -3% | 4% | 22% | -17%[38.3 µM]
CCOC(=O)Cn1c(=N)n(CCOc2ccc(OC)cc2)c2ccccc21 | 1% | -4% | -4%&-11% | 13% | 0% | 4% | 9%[38.3 µM]
CCN(CC)CCOC(=O)c1ccc(Cl)cc1 | -8% | -5% | -20% | 8%[10 µM] | -1% | 25% | 25%[38.3 µM]
O=C(Nc1ccc(S(=O)(=O)N2CCCC2)cc1)c1ccc(OCC2CCCO2)cc1 (centres undefined) | / | -3% | -76%[inhibitor] | -2% | -2% | -2% | 20%
O=C(COc1c(Br)cc(Br)c2cccnc12)Nc1ccccc1F | / | -1% | -3% | -13% | -26% | 11% | 5%
CC(Oc1ccc(Cl)cc1Cl)c1nc(-c2ccc(NC(=O)c3ccccn3)cc2)no1 (centres undefined) | -9% | -11% | ? | -26%[10 µM] | 0% | ? | 21%
Cc1ccc(O)c(C=Nc2ccc3[nH]ncc3c2)c1 | -13% | -3% | 23% | 22%[10 µM] | -2% | ? | -7%
COc1cc(OC)c(NC(=O)C(=O)CC(=O)c2ccc(C)cc2C)cc1Cl | ? | -3% | -103%[inhibitor] | ? | -10% | -15% | 3%

Record cards, from the list above.
`CC(Oc1ccc(Cl)cc1Cl)c1nc(-c2ccc(NC(=O)c3ccccn3)cc2)no1` (centres undefined) in the list: Lamin A splicing: -9%; KinaseGlo FLuc: -11%; SMN2 splice up: ?; HTT ATP protect: -26%[10 µM]; CBFb-RUNX1 inh: 0%; HttQ103 aggreg: ?; IMPase Li inh: 21%
`O=C(COc1c(Br)cc(Br)c2cccnc12)Nc1ccccc1F` in the list: Lamin A splicing: /; KinaseGlo FLuc: -1%; SMN2 splice up: -3%; HTT ATP protect: -13%; CBFb-RUNX1 inh: -26%; HttQ103 aggreg: 11%; IMPase Li inh: 5%

Compounds were not picked by outcome; 4% or so of the library scored in one or more.
